High-throughput results: PubChem, several laboratories
SR-BI HDL uptake: inhibitors of mouse SR-BI mediated HDL lipid uptake. ldlA[mSR-BI] CHO cells, DiI-HDL uptake fluorescence, 3 h. inhibition, % at 12.5 µM. actives 0.96% (n = 320,000). AID 488896;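 active = mean replicate inhibition of at least 70% and a set share of replicates each scoring 70 or more; inconclusive = meets just one of the two criteria; inactive = fails both criteria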;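 note: 0% = median of neutral control wells and 100% = median of positive control wells; values of inactives mirror those of a sister screen read the other way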
HTR5A inv ag: HTR5A inverse agonism, opioid heterodimer counter-screen. P47898. HTR5A cell line, luminescence. inhibition, % at 9.3 µM. actives 0.083% (n = 340,000). AID 504634; in the data active = inhibition mostly above about 23%, no sharp cut-off; inactive = mostly below about 18%;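 note: 0% = cells with DMSO and 100% = no-cell wells with DMSO; some compounds called inactive have numbers as strong as hits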
Target sequence (P47898 whole entry, looked up): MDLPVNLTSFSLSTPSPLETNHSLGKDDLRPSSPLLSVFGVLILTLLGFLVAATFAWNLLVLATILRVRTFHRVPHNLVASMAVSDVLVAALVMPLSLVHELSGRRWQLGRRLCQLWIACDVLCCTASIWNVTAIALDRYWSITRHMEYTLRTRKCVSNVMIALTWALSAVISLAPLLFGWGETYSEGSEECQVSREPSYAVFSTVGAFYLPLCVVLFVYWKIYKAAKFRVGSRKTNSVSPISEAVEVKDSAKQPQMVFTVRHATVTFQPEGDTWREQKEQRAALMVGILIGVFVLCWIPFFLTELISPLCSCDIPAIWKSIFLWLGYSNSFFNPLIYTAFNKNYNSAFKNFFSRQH
HTR5A ag ctr: activates human HTR5A in OPRM1-OPRD1 agonist counter-screen | actives 0.61% (n = 340,000) | AID 504692 | P47898 | HTR5A agonist assay, luminescence, cell-based | activation, % at 9.3 µM; in the data active = activation mostly above about 9.5%, no sharp cut-off; inactive = mostly below about 7.6%;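 note: 0% = cells with vehicle only and 100% = reference agonist; strong numbers were not always called active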
Wnt act: activates Wnt/beta-catenin signaling in a reporter cell assay | activator, plate reader | activation, % at 9.35 µM | actives 1.2% (n = 300,000); in the data active = activation above about 30%, passing the limit was not always enough; inconclusive = no clear call, values can overlap the other calls;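 note: 0% = neutral control wells and 100% = positive control wells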
CDK5 p35 inh: inhibitors of human CDK5/p35 kinase; Recombinant CDK5/p35, ADP-Glo luminescence, 60 min; inhibition, % at 10 µM; Q00535+Q15078; actives 0.01% (n = 330,000); AID 488839;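 active = highest replicate inhibition of at least 50% and at least 75% of replicates reaching 50%; inconclusive = only one of the two criteria met; inactive = both criteria failed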;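 note: plate controls were DMSO neutral control for no effect and GW8510 at 10 µM for full effect; many of its hits are not listed in these tables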
NSD2 inh: inhibitors of human histone methyltransferase NSD2; O96028; NSD2 peptide methylation, AlphaScreen, 120 min; inhibition, % at 12.5 µM; actives 0.54% (n = 310,000); AID 743445; in the data active = inhibition above about 50%
PvdQ acylase: blocks Pseudomonas aeruginosa PvdQ acylase activity; purified PvdQ acylase, fluorescence plate reader; inhibition, % at 10 µM; actives 0.063% (n = 340,000); AID 488965; in the data active = inhibition above about 30%, passing the limit was not always enough; inconclusive = no clear call, values can overlap the other calls;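 note: 0% = vehicle neutral wells and 100% = reference inhibitor wells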
dFosB activator: mouse delta FosB homodimer activation; P13346; purified delta FosB, TAMRA-CDK5 oligo fluorescence polarization; percent of positive-control signal above neutral wells; activation, % at 25 µM; AID 493131; actives 0.99% (n = 340,000);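 active = mean activation above about 17%, with every replicate also reaching it, limit read from the data, passing the limit was not always enough; inconclusive = only one of the two conditions met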;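 note: fluorescence polarization rise as delta FosB binds a TAMRA Cdk5 AP-1 oligo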
Target sequence (P13346 whole entry, looked up): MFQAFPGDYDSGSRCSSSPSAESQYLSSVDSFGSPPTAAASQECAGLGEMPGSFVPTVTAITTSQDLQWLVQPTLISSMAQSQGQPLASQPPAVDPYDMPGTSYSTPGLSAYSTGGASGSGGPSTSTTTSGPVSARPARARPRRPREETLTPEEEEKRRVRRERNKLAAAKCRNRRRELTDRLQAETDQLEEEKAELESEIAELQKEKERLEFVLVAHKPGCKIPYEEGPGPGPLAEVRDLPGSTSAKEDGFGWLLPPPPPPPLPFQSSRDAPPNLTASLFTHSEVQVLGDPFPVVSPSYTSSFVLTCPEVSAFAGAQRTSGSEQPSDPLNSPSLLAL
MITF act: activators of MITF-driven TRPM1 promoter activity in SK-MEL-5 cells | SK-MEL-5 TRPM1-promoter luciferase, 24 h; % of positive control, neutral wells = 0 | activation, % at 12.5 µM | actives 0.75% (n = 300,000);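 active = mean activation of at least 80% with every replicate also reaching 80%; inconclusive = mean reaches 80% but some replicate falls short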;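 note: 0% = neutral control wells and 100% = parthenolide positive control wells; values of inactives mirror those of a sister screen read the other way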
V-ATPase pHluor: alters yeast V-ATPase proton transport; S. cerevisiae, pHLuorin cytosolic pH fluorescence; AID 504577; actives 0.37% (n = 350,000); response, % at 10 µM; in the data active = response mostly above about 7.3%, no sharp cut-off; inactive = mostly below about 5.4%; note: actives read high; inactives centre near 0; some compounds called inactive have numbers as strong as hits; reference of the scale not given here
Numbers without * were called inactive; u = inconclusive; x = no result given.

Value order – SR-BI HDL uptake	HTR5A inv ag	HTR5A ag ctr	Wnt act	CDK5 p35 inh	NSD2 inh	PvdQ acylase	dFosB activator	MITF act	V-ATPase pHluor
> CCCCN(C(=O)C(C)Oc1ccc(Br)cc1)c1c(N)n(CC(C)C)c(=O)[nH]c1=O (centres undefined)
 : -21.0	-19.7	1.6	0.0	-0.9	-1.4	13.3	-7.8	-13.1	4.8
> Cc1ccc(C(C(=O)NCc2ccco2)N(C(=O)CNC(=O)c2cccs2)c2ccc(C)cc2)cc1 (centres undefined)
 : -10.0	12.3	3.8	x	-0.4	x	-6.5	-7.4	11.2	-5.5
> CCC(Sc1nc(N)c(NC(=O)c2ccco2)c(=O)[nH]1)C(=O)O (centres undefined)
 : -5.2	-6.7	2.8	0.4	-3.1	1.4	-9.4	-0.9	-3.0	-4.1
> CCOc1ccc(NC(=O)CN(C)C(=O)c2cc([N+](=O)[O-])ccc2Sc2ccccc2)cc1OCC
 : 76.7*	-3.2	1.2	-1.0	-2.4	x	-8.3	-3.7	10.5	-1.1
> CN(CC(=O)Nc1ccc(F)cc1)C(=O)c1cccc(S(=O)(=O)N2CCN(c3ccccc3)CC2)c1
 : 14.4	-4.9	-1.1	-4.1	-1.5	-0.9	-10.8	-19.7	-8.0	2.5
> CCC(C)NC(=S)Nc1ccc2nc(N3CCOCC3)cc(C)c2c1 (centres undefined)
 : 21.6	-20.0	5.3	1.6	0.7	6.8	-10.4	-5.4	8.4	2.0
> CCOc1ccc(-n2ccc(=O)c(C(=O)Nc3ccc(S(=O)(=O)Nc4nccs4)cc3)n2)cc1
 : 3.8	-20.8	5.6	0.8	1.0	1.6	11.7	-27.2	-13.9	1.0
> CC(=O)c1ccc(OCC(O)CN2CC(C)OC(C)C2)cc1 (centres undefined)
 : -31.5	-7.1	3.0	x	0.3	36.3	-1.5	3.5	-8.9	-5.2
> O=C(Nc1ccc(C(F)(F)F)cc1-c1ccccc1)c1ccccc1
 : -21.2	0.5	-0.2	x	0.2	-1.4	-12.8	-3.8	3.8	1.8
> C1=C(c2cc3ccccc3cn2)CCCC1
 : 16.5	17.6	0.9	49.6*	-2.7	x	5.4	-7.4	96.6*	-2.4
> Nc1nc(SCC(=O)Nc2ccc3c(c2)OCO3)n[nH]1
 : -7.9	3.1	-1.1	-0.5	-1.0	-4.9	-1.3	6.2	5.5	3.0
> CN(C)CCCNC(=O)c1cc2c3ccccc3n(C)c2s1
 : 8.9	-5.2	3.3	-7.0	0.3	13.1	6.0	-0.7	x	-4.0
> O=C(COc1ccccc1[N+](=O)[O-])Nc1ccccc1N1CCCC1
 : 30.3	9.0	-3.2	-1.2	-1.2	5.6	-17.8	-9.3	-12.1	0.6
> COc1cc(NC(=O)CCCn2c(=S)[nH]c3ccccc3c2=O)cc(OC)c1OC
 : 0.6	6.8	-2.5	-1.4	0.4	-4.2	-14.8	-11.0	-6.3	2.6
> O=C(Nc1ccc(S(=O)(=O)Nc2ccc(F)cc2)cc1)c1ccc(CN2CCOCC2)cc1
 : 32.7	-15.6	3.1	-3.9	-0.9	x	-6.4	-11.3	-12.5	6.8
> COc1cc2cc(CN(CCN3CCOCC3)C(=O)Nc3ccc(F)cc3)c(=O)[nH]c2cc1OC
 : -22.5	-3.4	1.2	0.3	-1.4	0.2	1.2	-3.5	-3.3	-0.9
> CCc1ccc(C(=O)Nc2cc(S(=O)(=O)N3CCOCC3)ccc2N2CCOCC2)cc1
 : -7.8	12.9	-5.2	-1.4	0.3	-3.5	-4.3	-12.2	10.4	3.4
> CCC1=Nc2cc(C(=O)NCCCN3CCN(C)CC3)ccc2Sc2ccccc21
 : 7.5	12.3	2.5	1.8	-2.1	3.9	-14.4	-7.6	1.8	3.8
> OC(COc1ccc2ccccc2c1)CN1CCN(c2ccc(F)cc2)CC1 (centres undefined)
 : -12.3	-8.2	2.8	-4.1	-1.6	x	-8.3	-6.6	1.1	2.5
> COc1cc(/C=N/Nc2ccc(C(=O)O)cc2)ccc1O
 : -8.2	1.5	-5.6	7.2	0.0	x	-4.1	-7.0	-15.9	0.3
> O=C1c2ccccc2C(=O)N1CCC(O)C[N+](=O)[O-] (centres undefined)
 : -13.5	0.2	-0.1	-2.8	-2.1	-3.3	-14.1	-3.0	-4.8	0.5
> O=C(Nc1ncc([N+](=O)[O-])s1)C1CCN(S(=O)(=O)c2cnc[nH]2)CC1
 : -13.4	8.0	-5.6	1.0	0.8	1.5	0.1	1.2	14.9	0.2
> O=c1[nH]c(=S)[nH]c2nc(-c3ccccc3)cnc12
 : -7.0	-1.0	-5.9	u	-0.8	-0.1	-3.9	-4.5	-3.0	6.0
> Cc1ccc(C(=O)NC(=O)CSc2nncn2C)cc1
 : x	5.5	-1.9	2.2	0.8	0.5	-10.0	5.5	6.8	0.8
> CSc1nccn1C(=O)c1ccccc1[N+](=O)[O-]
 : -13.9	8.8	-2.4	-0.4	6.8	1.6	10.9	-6.1	x	-2.8
> Cc1ccc(N2CC(NC(=O)C(=O)c3c(C)[nH]c4ccccc34)CC2=O)cc1 (centres undefined)
 : 4.8	5.6	1.1	-0.6	1.7	-2.4	-8.5	-5.4	-7.9	-2.2
> N#CCCn1cc(/C=N/N=C2\NC(=O)C(CC(=O)O)S2)c(-c2ccc(F)cc2)n1 (centres undefined)
 : 3.2	16.7	2.9	3.1	0.5	-15.3	7.3	-2.8	-11.7	x
> CN1CCN(c2ccc(NC(=O)CSc3nnnn3-c3ccccc3F)cc2)CC1
 : -14.1	7.9	0.9	-3.0	0.7	-0.4	-16.4	-7.6	4.3	-3.0
> O=C1OC(Nc2ccc(Br)cc2F)c2ccccc21 (centres undefined)
 : -0.4	1.2	-0.4	x	0.1	-2.4	-0.4	2.5	x	3.5
> O=C(OC1CCOC1=O)c1cccc(S(=O)(=O)Nc2ccc(F)cc2)c1 (centres undefined)
 : 6.2	-12.1	-1.4	-1.0	0.0	0.3	-8.5	-10.3	-6.2	0.0

3 entries from above, ordered by the value under dFosB activator, descending.
SMILES,dFosB activator
O=C1OC(Nc2ccc(Br)cc2F)c2ccccc21 (centres undefined),2.5
O=c1[nH]c(=S)[nH]c2nc(-c3ccccc3)cnc12,-4.5
COc1cc(/C=N/Nc2ccc(C(=O)O)cc2)ccc1O,-7.0

Going on with the list:
Value order – SR-BI HDL uptake	HTR5A inv ag	HTR5A ag ctr	Wnt act	CDK5 p35 inh	NSD2 inh	PvdQ acylase	dFosB activator	MITF act	V-ATPase pHluor
> Cc1ccc(S(=O)(=O)N2CCCCC2)cc1NC(=O)CNC(C)c1ccc(Cl)c(Cl)c1 (centres undefined)
 : 21.4	-14.0	5.8	-3.8	-0.3	-1.3	-8.3	-7.7	-10.1	2.9
> CCOC(=O)c1cc(C(=O)Nc2ccc(S(=O)(=O)Nc3ccc(OC)cc3)cc2)nn1C
 : 65.8	-6.1	1.7	-1.3	0.2	0.1	5.4	-12.7	-14.9	-3.1
> CC(Oc1ccccc1Cl)C(=O)N1CCCN(C)CC1 (centres undefined)
 : -4.9	5.7	-1.6	-0.2	-2.9	3.1	-19.7	-2.9	-1.4	2.0
> Cc1ccc(-c2nnc(SCC#CCOC(=O)c3ccco3)o2)cc1
 : 7.5	17.1	1.0	24.0	-0.3	-5.8	3.5	5.5	21.2	1.8
> O=C(Cc1ccsc1)Nc1ccc(S(=O)(=O)C(F)F)cc1
 : x	8.0	1.6	-1.9	-2.0	-3.3	5.9	-2.1	33.7	-5.2
> CN(C)c1ccc(/C=C(/NC(=O)c2ccccc2Cl)C(=O)NCCN2CCOCC2)cc1
 : 8.1	-4.0	1.0	1.9	-0.6	-3.8	8.5	-0.9	-15.3	2.0
> Cc1cc(C(=O)NCC(=O)Nc2c(C)cccc2C)c(C)o1
 : -0.1	-4.4	1.8	0.1	2.6	0.3	12.7	0.6	-8.9	-6.2
> CCn1c(C)c(C2=CCN(S(=O)(=O)c3ccccc3)CC2)c2ccccc21
 : -15.3	17.1	2.4	x	0.3	-1.2	-8.6	30.6*	10.1	-3.4
> O=P(c1ccccc1)(c1ccccc1)c1nc(-c2ccccc2)oc1NCc1ccccc1
 : 7.0	5.1	-1.8	-0.7	-1.8	-1.3	3.7	0.6	-2.8	1.1
> NC1=CC(=O)C(=O)c2ccccc21
 : 7.4	-6.9	1.8	1.0	0.2	100.3*	2.1	-8.8	-95.7	3.5
> S=C1SCN(CCN2CCOCC2)CN1Cc1ccccc1
 : -12.4	-4.2	8.3	-1.5	-0.3	3.3	-1.6	-2.1	-54.9	4.4
> COc1cc(/C=C/C(=O)Nc2cccc(S(=O)(=O)N3CCOCC3)c2)ccc1OCC#N
 : 77.6*	-2.1	6.9	-0.8	0.1	-1.3	2.8	-13.3	8.1	-3.2
> CC(C)COc1ccc(C(=O)N(CC(=O)Nc2ccccc2C(F)(F)F)Cc2ccco2)cc1
 : 7.3	0.3	-0.1	27.3	0.1	1.9	-0.2	-14.3	2.1	-0.2
> CCOC(=O)C1(CC2CC2)CCN(C(=O)c2cc(C3CC3)nc3ccccc23)CC1
 : 36.1	-10.3	10.7	2.0	1.1	-1.4	2.1	-13.4	24.4	2.6
> Cc1ncc([N+](=O)[O-])n1CC(=O)N/N=C/c1ccccc1F
 : -6.3	0.6	-1.5	0.1	0.1	-4.7	3.0	-3.6	-5.4	-1.7
> CCCC(=O)OCC(=O)Nc1ccc(N=Nc2ccccc2)cc1
 : 2.7	6.2	4.0	50.8*	1.3	11.9	-9.7	-0.5	64.2	4.2
> O=C1NC(=O)c2cc3ccccc3cc21
 : 0.6	-27.0	10.6	-1.3	3.0	0.2	-7.3	-6.8	2.9	-2.1
> Cc1ccc(C(=O)NCC(=O)OCC(=O)Nc2cccc(S(=O)(=O)N3CCCC3)c2)cc1C
 : 5.3	-0.7	0.2	4.0	-3.3	-1.6	-4.1	-9.0	-3.5	2.1
> CC(C)Oc1ccc(C2NC(=O)NC2=O)cc1 (centres undefined)
 : -8.3	-3.9	3.1	-1.0	-0.9	x	0.5	1.4	0.1	-1.9

Hits appear at their usual frequency. About 5% of those tested had a hit in this group.
